Source: PubChem
KCNK3 block = human KCNK3 channel inhibitors, primary screen, CHO cells, FluxOR thallium flux, B-score; FluxOR fluorescence; stronger effect = lower value; Potassium channel subfamily K member 3 (Homo sapiens), O14649; actives 0.84% (n = 340,000); B-score at 10 µM;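 active = B-score under library mean minus 4 SD, starting fluorescence ratio at most library mean plus 5 SD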;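 also: more negative B-score means stronger inhibition of thallium flux through KCNK3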
Target sequence (O14649 whole entry, looked up): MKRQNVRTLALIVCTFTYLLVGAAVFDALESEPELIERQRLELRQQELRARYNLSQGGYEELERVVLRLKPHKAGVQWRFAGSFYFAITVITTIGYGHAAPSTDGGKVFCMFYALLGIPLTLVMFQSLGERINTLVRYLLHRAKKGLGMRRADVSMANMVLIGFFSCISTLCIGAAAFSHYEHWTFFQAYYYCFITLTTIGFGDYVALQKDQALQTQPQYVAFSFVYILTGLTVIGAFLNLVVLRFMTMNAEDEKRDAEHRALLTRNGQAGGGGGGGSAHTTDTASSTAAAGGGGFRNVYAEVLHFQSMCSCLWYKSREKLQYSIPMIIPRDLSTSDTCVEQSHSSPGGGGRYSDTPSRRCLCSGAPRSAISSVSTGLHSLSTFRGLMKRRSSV
ANO1 activ = TMEM16A chloride channel activators or potentiators, primary screen, cell-based, HTS; Anoctamin-1 (Mus musculus), Q8BHY3; HEK293 TMEM16A/YFP-H148Q/I152L, iodide quench fluorescence; stronger effect = lower value; B-score at 10 µM; actives 0.3% (n = 340,000);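 active = fluorescence-ratio B-score plate-corrected deviation score at least 3 library SD below zero, with starting fluorescence score within 5 deviations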;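 also: channel opened by trigger with iodide after compound preincubation; score built on the fluorescence ratio of max minus min over baseline; more negative score means more quench and so TMEM16A activation or potentiation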
KCNK9 inh = KCNK9 potassium channel inhibitors, primary screen, HEK293 cells, thallium flux | Potassium channel subfamily K member 9 (Homo sapiens), Q9NPC2 | FluxOR thallium flux fluorescence; stronger effect = lower value | B-score at 10 µM | actives 1.2% (n = 310,000) | AID 488922, 2010;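 active = ratio B-score over 3 SD below the library mean, with starting fluorescence within 5 SD of its mean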;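 also: negative B-score means less thallium flux so channel inhibition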
Target sequence (Q9NPC2 whole entry, looked up): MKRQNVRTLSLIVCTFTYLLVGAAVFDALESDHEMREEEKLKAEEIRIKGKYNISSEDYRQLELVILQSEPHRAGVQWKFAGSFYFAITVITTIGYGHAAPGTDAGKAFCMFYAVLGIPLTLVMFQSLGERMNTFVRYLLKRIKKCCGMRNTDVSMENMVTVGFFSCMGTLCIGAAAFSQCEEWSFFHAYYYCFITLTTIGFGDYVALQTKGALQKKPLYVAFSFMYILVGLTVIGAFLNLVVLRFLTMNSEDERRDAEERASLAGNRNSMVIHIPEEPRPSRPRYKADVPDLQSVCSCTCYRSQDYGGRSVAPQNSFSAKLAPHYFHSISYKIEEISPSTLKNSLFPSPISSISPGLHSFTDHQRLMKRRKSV
KCNQ1 act = potentiators or activators of KCNQ1 channel, primary screen, cell-based, thallium flux, high-throughput; Potassium voltage-gated channel subfamily KQT member 1 (Homo sapiens), P51787; CHO-K1 KCNQ1, thallium flux FluxOR fluorescence; stronger effect = higher value; B-score at 10 µM; actives 0.35% (n = 310,000);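 active = fluorescence ratio B-score, a plate-corrected score, at least three library SD, with initial intensity B-score within 5 SD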
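assay system = KCNQ1-transfected CHO-K1 cells | medium = assay buffer with matched DMSO | probe or stimulus = depolarizing K+/Tl+ stimulus, K2SO4 and Tl2SO4 each 12.5 mM in 5x stock | dosing = single dose | incubation = dye 90 min, compound 20 min, room temperature | detection = kinetic FluxOR fluorescence, 10 s baseline plus 110 s post-stimulus | evaluation = ratio B score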
ANO1 block = TMEM16A chloride channel inhibitors, primary screen, cell-based, HTS. normalized B-score (activity score, 25-100; higher = stronger inhibition) at 10 µM. HEK293 TMEM16A/YFP iodide influx fluorescence, ionomycin. actives 1.2% (n = 310,000). Anoctamin-1 (Mus musculus), Q8BHY3;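 active = ratio plate-corrected score three or more library SD toward inhibition, starting fluorescence score within five deviations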;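 also: score derived from kinetic fluorescence span divided by baseline fluorescence per well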
KCNQ1 block = inhibitors of human KCNQ1 channel, primary screen, cell-based, thallium flux, high-throughput | Potassium voltage-gated channel subfamily KQT member 1 (Homo sapiens), P51787 | CHO-K1 KCNQ1, FluxOR thallium flux fluorescence; stronger effect = higher value | B-score at 10 µM | actives 1.3% (n = 310,000) | AID 2642, 2010;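 active = compounds whose thallium flux B-score, printed positive for inhibition, exceeds three library SD while starting fluorescence stays within three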;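 also: channel opened by potassium depolarization with thallium stimulus after 20 min compound exposure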
MrgX1 ag = agonists of human MrgX1 receptor, primary screen, HEK293 cells, Fluo-4 calcium flux; Mas-related G-protein coupled receptor member X1 (Homo sapiens), Q96LB2; Fluo-4 calcium fluorescence, agonist mode; stronger effect = higher value; B-score at 10 µM; actives 0.44% (n = 310,000); AID 588627, 2011;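 active = calcium response B-score plate-corrected fluorescence ratio at least 3 library SD, with starting fluorescence B-score inside 5 SD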
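Assay system: stable human MrgX1 HEK293 cell line. Quantity: 15,000 cells per well. Schedule: cells plated overnight, dye loaded 0.5 h 37 °C, 0.5 h room temperature. Detection: Fluo-4 NW calcium-flux fluorescence, kinetic read. Read-out basis: peak-minus-minimum fluorescence over baseline, converted to B scores. Control set: positive and negative control wells on each plate.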
RGS4 inh = RGS4 inhibitors, primary screen, cell-based, HEK293 M3R inducible RGS4, calcium flux | B-score at 10 µM | actives 0.45% (n = 310,000) | Fluo-4 calcium flux; stronger effect = higher value; triggered by carbachol at its EC20;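 active = B-score, a plate-corrected calcium signal, over three deviations above library mean, with baseline fluorescence within five deviations of library mean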;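 also: RGS4 expression induced by doxycycline in cells with stable M3 receptor; B-score is computed from the integrated fluorescence ratio over baseline after carbachol; higher B-score means a larger calcium signal and so more RGS4 inhibition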
Target sequence (P49798 whole entry, looked up): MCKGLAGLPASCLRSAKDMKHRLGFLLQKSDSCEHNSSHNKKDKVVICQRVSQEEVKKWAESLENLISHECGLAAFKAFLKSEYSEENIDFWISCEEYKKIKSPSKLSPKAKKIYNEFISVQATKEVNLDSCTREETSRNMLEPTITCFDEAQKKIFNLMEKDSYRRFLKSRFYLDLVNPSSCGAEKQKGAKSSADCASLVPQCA
hERG rescue = hERG rescue from dofetilide block, primary screen, cell-based, CHO-hERG, FluxOR thallium flux, dofetilide IC70; dofetilide IC70 present; activation (rescue from dofetilide block), less the hit threshold, % at 10 µM; actives 0.51% (n = 310,000); AID 1511, 2009;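 active = activation above the mean of controls blocked by dofetilide plus 5 SD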;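 also: thallium influx through hERG after potassium depolarization seen as dye fluorescence rise; in these data hits start at about 4.7%; inactives centre near -7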
MrgX1 allo act = positive allosteric modulators of MrgX1, primary screen, HEK293 cells, Fluo-4 calcium flux | FDSS; stronger effect = higher value | B-score at 10 µM | actives 0.63% (n = 310,000) | AID 588675, 2011;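 active = plate-corrected calcium response at least 3 library SD above typical, normal starting fluorescence, not activating the receptor alone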;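 also: compound read alongside a low EC10 to EC30 dose of BAM8-22 agonist; peak minus trough fluorescence over baseline measured at the second addition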
RGS4 pot = RGS4 potentiators or activators, primary screen, cell-based, HEK293 M3R inducible RGS4, calcium flux. B-score at 10 µM. carbachol calcium flux Fluo4; stronger effect = lower value. actives 0.92% (n = 310,000). AID 463111, 2010;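 active = B-score of the integrated calcium signal more than 4 SD below the library mean, with starting fluorescence not abnormally high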;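 also: negative B-score means reduced calcium response which marks RGS4 activation or potentiation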
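Also added: carbachol at ECmax as muscarinic agonist stimulus; Assay system: HEK293 cells with stable M3R and inducible RGS4; Timing: overnight RGS4 induction, 30 min dye load 37 °C, 20 min compound RT; Measured by: Fluo4-AM (2 µM) calcium-flux fluorescence, kinetic read.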
* = called active by the depositor; i = inactive; . = no result given. This is a random part of the collection, and some 6.3% of all compounds hit somewhere here.

SMILES	KCNK3 block	ANO1 activ	KCNK9 inh	KCNQ1 act	ANO1 block	KCNQ1 block	MrgX1 ag	RGS4 inh	hERG rescue	MrgX1 allo act	RGS4 pot
Nc1ccc(NC(=O)c2ccc(C(=O)Nc3ccc(N)cc3)cc2)cc1	i	i	i	i	i	i	i	i	-1	i	i
CCc1cc(C(=O)N2CCN(C(=O)c3ccco3)CC2)sc1C	i	i	i	i	i	i	i	i	-7	i	i
O=C(Nc1cnn(Cc2c(Cl)cccc2Cl)c1)c1ccc([N+](=O)[O-])cc1	i	i	i	i	i	i	i	i	-8	i	i
Cc1cccc(CC(=O)NCCS(=O)(=O)N2CCN(c3cccc(Cl)c3)CC2)c1	i	i	i	i	i	i	i	i	-10	i	i
Nc1ncnc2c1ncn2[C@@H]1O[C@H](CO)C[C@@H]1O	.	.	i	i	i	i	i	i	-2	i	i
CN1CCN(C(=S)NC(=O)c2cccc(S(=O)(=O)N(C)C)c2)CC1	i	i	i	i	i	i	i	i	-7	i	i
COc1cc2c(cc1NC(=O)CN1CCN(S(=O)(=O)c3ccc(C)cc3)CC1)oc1ccccc12	i	i	i	i	i	i	i	i	-13	i	i
COc1ccc2nc(SCc3cnc(C)nc3N)[nH]c2c1	i	i	i	i	i	i	i	i	1	i	i
Cc1nc(C(C)NC(=O)c2ccc(OC3CCN(Cc4ccccn4)CC3)cc2)c(C)s1 (configuration not stated)	i	i	i	i	i	i	i	i	-7	i	i
O=C(CN1C(=O)C2C3C=CC(C3)C2C1=O)Nc1nc(-c2ccccn2)cs1 (configuration not stated)	i	i	i	i	i	i	i	i	-2	i	i
Cc1ccc(NC(=S)N2CCCCC2CO)cc1C (configuration not stated)	i	i	i	i	i	i	i	i	-18	i	i
CC(C)NS(=O)(=O)c1ccc(OCC(=O)N2CCc3ccccc3C2)cc1	i	i	i	i	i	i	i	i	-2	i	i
Cc1ccc(Cn2cc(/C=C/C(=O)O)c(-c3ccccc3)n2)cc1	i	i	i	i	i	i	i	i	-4	i	i
Cc1ccc(NC(=S)NCc2ccccc2)cc1[N+](=O)[O-]	i	i	i	i	i	i	i	i	-6	i	i
O=C1c2ccccc2C(=O)N1OCc1cccc(Cl)c1	i	i	i	i	i	i	i	i	-7	i	i
CCN(CC)S(=O)(=O)c1ccc(-c2csc(C)n2)cc1	i	i	i	i	i	i	i	i	-22	i	i
O=C(Nc1nc2ccc(SC(F)F)cc2s1)c1ccc(NS(=O)(=O)c2ccc(F)c(F)c2)cc1	i	i	-6.8*	i	i	i	i	i	-4	i	i
COc1cc(C(CC(=O)Nc2ccccn2)N2Cc3ccccc3C2=O)cc(OC)c1OC (configuration not stated)	i	i	i	i	i	i	i	i	-5	i	i
CCc1nnc(NC(=O)C2=CCN(S(=O)(=O)c3ccc(F)cc3)CC2)s1	i	i	i	i	i	i	i	i	-8	i	i
CCC(C)NC(=O)C1c2ccccc2C(=O)N1Cc1ccc(F)cc1 (configuration not stated)	i	i	i	i	i	i	i	i	-13	i	i
CCOC(=O)CN1CC23C=CC(O2)C(C(=O)NCc2ccccc2OC)C3C1=O (configuration not stated)	i	i	i	i	i	i	i	i	-4	i	i
O=C(CN1C(=O)S/C(=C\c2cccs2)C1=O)Nc1ccc(O)cc1C(=O)O	i	i	i	i	i	i	i	i	-3	i	i
COc1ccccc1N1CCN(C(=O)C(=O)c2cn(CC(=O)N3CCCC3)c3ccccc23)CC1	i	i	i	i	i	i	i	i	-7	i	i
CCN(CC(=O)Nc1c(F)cccc1F)C(=O)c1cc([N+](=O)[O-])ccc1N1CCCCC1	i	i	i	i	i	i	i	i	-13	i	i
Cc1ccc(-n2c(C)nc3c(cnn3-c3ccccc3Cl)c2=O)cc1C	i	i	i	i	i	i	i	i	-5	i	i
COc1ccc(C(=O)N(Cc2nc(-c3ccc(C)cc3)no2)C2CCCCC2)cc1OC	i	i	i	i	i	i	i	i	-1	i	i
CCOc1ccc(-c2cc(CCCC(=O)N3CCN(c4ccc(OC)cc4)CC3)no2)cc1	i	i	i	i	i	i	i	i	-9	i	i
CC1=C(C(=O)OC(C)C)C(c2ccc3c(c2)OCO3)NC(=O)N1 (configuration not stated)	i	i	i	i	i	i	i	i	-9	i	i
O=C(c1ccc(S(=O)(=O)N2CCC(c3nc4ccccc4[nH]3)CC2)cc1)N1CCOCC1	i	i	i	i	i	i	i	i	-8	i	i
Nc1nc(SCc2c(Cl)cccc2Cl)n[nH]1	i	i	i	i	i	i	i	i	-2	i	i
C/C(=N\NC(=O)c1c(Cl)cnn1C)c1ccc(NC(=O)c2ccncc2)cc1	i	i	i	i	i	i	i	9.6*	-6	i	i
Cc1nc(=O)c(-c2ccccc2)c(C)n1-c1ccc(S(N)(=O)=O)cc1	i	i	i	i	i	i	i	i	-9	i	i
S=C(Nc1cccc2ccccc12)N1CCN(c2ncccn2)CC1	i	i	i	i	i	i	i	i	-3	i	i
CCCN1C(=O)C(O)(C2COC(C)(C)CC2=O)c2ccccc21 (configuration not stated)	i	i	i	i	i	i	i	i	-12	i	i
COc1ccc(NC(=O)/C(=C\c2ccc(OC)c(OC)c2)NC(=O)c2ccco2)cc1	i	i	i	i	i	i	i	i	-11	i	i
CCN(c1cc(C)cc(C)c1)S(=O)(=O)c1nnc(NC(=O)C(C)C)s1	i	i	i	i	i	i	i	i	-8	i	i
Cc1ccc(C)n1-c1ccc(C(=O)O)cc1	.	.	i	i	i	i	i	i	-9	i	i
N#Cc1cc(Oc2cccc3cccnc23)c(-n2nnc3ccccc32)cc1C#N	i	i	i	i	i	i	i	i	-17	i	i
Cc1cc(C(F)(F)F)nn1CC(=O)Nc1ccc(Br)c2cccnc12	i	i	i	i	i	i	i	i	-14	i	i
Cc1ccc(NC(=O)N2CCN(C(=O)C3CCCO3)CC2)cc1 (configuration not stated)	i	i	i	i	i	i	i	i	-4	i	i
CCOC(=O)c1[nH]c(C)c(C(=O)OCC(=O)NC2CCS(=O)(=O)C2)c1C (configuration not stated)	i	i	i	i	i	i	i	i	-5	i	i
COc1ccc(-c2csc(NC(=O)CS(=O)(=O)c3ccccc3)n2)cc1	i	i	i	i	i	i	i	i	-19	12*	i
CCCCNC(=O)CCNC(=O)c1ccc(C(C)(C)C)cc1	i	i	i	i	i	i	i	i	-13	i	i
CCC(=O)c1ccc(OCc2ccc(C#N)cc2)cc1	i	i	i	i	i	i	i	i	-6	i	i
CSc1nc2c(ccc3ccccc32)o1	i	i	i	i	i	i	i	i	-10	i	i
Cc1ccc(O)c(C(=O)c2cnc3c(c2)CN(C)C(=O)N3)c1	i	i	i	i	i	i	i	i	-1	i	i
COc1ccc(CC(=O)OCC(=O)N2CCCC(C)C2)cc1 (configuration not stated)	i	i	i	i	i	i	i	i	-6	i	i
Cc1cc2nsnc2c(S(=O)(=O)N2CCN(C)CC2)c1C	i	i	i	i	i	i	i	i	-3	i	i
O=C(NC1CCCCC1)c1ccc2c(c1)S(=O)(=O)c1ccccc1C2=O	i	i	i	i	i	i	i	i	-10	i	i
O=C(Nc1ccccc1)OC1CCS(=O)(=O)C1 (configuration not stated)	i	i	i	i	i	i	i	i	-5	i	i

(further entries)
SMILES	KCNK3 block	ANO1 activ	KCNK9 inh	KCNQ1 act	ANO1 block	KCNQ1 block	MrgX1 ag	RGS4 inh	hERG rescue	MrgX1 allo act	RGS4 pot
CCCP(=O)(CCC)CCP(=O)(c1ccccc1)c1ccccc1	i	i	i	i	i	i	i	i	-11	i	i
CCN(CC)CCCNC(=O)c1oc2ccc3c(c2c1C)C(O)CC(C)(C)O3 (configuration not stated)	i	i	i	i	i	i	i	i	-4	i	i
CCOC(=O)C1=C(CSc2nncn2C)NC(=O)NC1c1cc(OCC)ccc1OCC (configuration not stated)	i	i	i	i	i	i	i	i	-8	i	i
CN1C(C(=O)NCc2ccccc2)CC2Cn3c(nc4cc5ccccc5cc43)C21 (configuration not stated)	i	i	i	i	i	i	i	i	-10	i	i
CCC(=O)Nc1nnc(SCC(=O)NCCc2ccc(OC)c(OC)c2)s1	i	i	i	i	i	i	i	i	-3	i	i
CNC(=S)NNC(=O)c1sccc1C	i	i	i	i	i	i	i	i	-1	i	i
COc1cccc(NC(=O)CSc2ncnc3c2cnn3Cc2ccccc2)c1	i	i	i	i	i	i	i	i	-9	i	i
COc1ccccc1NS(=O)(=O)c1ccc(Cl)c(NC(=O)CN2C(=O)c3ccccc3C2=O)c1	i	i	i	i	i	i	i	i	-12	i	i
COc1cc(/C=C/C(=O)OCC(=O)NCc2ccccc2OC)ccc1O	i	i	i	i	i	i	i	i	-20	i	i
Cc1cc(N2CCN(C)CC2)nc2ccc(NC(=O)CCC3CCCC3)cc12	i	.	i	i	i	i	i	i	-9	i	i
Cc1c(CCO)c(=O)[nH]n1C(=O)c1c(F)cccc1F	i	i	i	i	i	i	i	i	-8	i	i
COC(=O)c1ccncc1C(=O)Nc1ccc(OC)cc1	i	i	i	i	i	i	i	i	-5	i	i
COc1cc(CCC(=O)OCC(=O)Nc2c(C)cc(C)cc2C)cc(OC)c1OC	i	i	i	i	i	i	i	i	-4	i	i
O=C(COC(=O)CNS(=O)(=O)/C=C/c1ccccc1)Nc1cc(S(=O)(=O)N2CCCCC2)ccc1Cl	i	i	i	i	i	i	i	i	-10	i	i
